Source: PubChem BioAssay (National Center for Advancing Translational Sciences (NCATS))
TSG101-PTAP inh – blocks PTAP/TSG101 interaction to inhibit HIV-1 budding. Fluorescence polarization, FITC-PTAP peptide / Tsg101 binding. Potency, µM (doses to about 115 µM), for the others: at the top dose activity change, negative = inhibition, hits mostly inhibitors. 340,000 tested, under 10 active. AID 493005; active = well fitted inhibition curve with a large enough effect in the main read-out, with a control signal flat, not every such curve was filed as active; inconclusive = small, poorly fitted or top-dose-only effect, or effect the other way, or a change in a side signal; inactive = no such curve, though single readings can be large or run the other way; also: potency is read from the fitted curve at half-maximal effect; % of control where 0% means no effect
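Fluorescence polarization binding of Tsg101 binding domain (10 uM final) to FITC-labeled PTAP peptide (50 nM final) in HEPES pH 7.5 buffer with NaCl, Tween 20, EDTA, TCEP. Compounds added before peptide; binding 20 min at RT.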
A-T KAP1 phos – potential ataxia-telangiectasia treatments restoring KAP-1 phosphorylation | […] A-T fibroblasts, KAP-1 phosphorylation AlphaLISA; neocarzinostatin DNA damage 30 min before lysis | Potency, µM (doses to about 57.5 µM), for inactives: top-dose activation, usual class: activators | hit rate 0.19% among 320,000 | AID 485349; also: potency is read from the fitted curve at half-maximal effect; % of control where 0% means no effect; nearly all actives have a fitted effect of over 45% in size
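hTERT-immortalized A-T patient fibroblasts ([…]), 500 cells/well in OPTI-MEM, 1% FBS, got compounds for 60 min, then NCS for 30 min at 37C. Lysates were then assayed for phospho-KAP-1 by AlphaLISA (anti-pKAP1 donor, anti-KAP1 acceptor beads), 6 hr at 25C.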
TCR act – activators of T cell receptors; Potency, µM (series often up to 9.22 µM), for the others: at the top dose activation of IL-2 secretion, hits mostly activators; 330,000 tested, under 10 active; primary human leukocytes, anti-CD3, IL-2 HTRF, 48 h; also: % of control where 0% means no effect
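Using a-CD3 beads without co-stimulation, primary human leukocytes were exposed to compounds for 48 hr. An HTRF IL-2 kit measured the cytokine, with europium-to-d2 energy transfer producing emission at 665nm upon 320nm excitation.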
Menin-MLL TR inh – displaces Texas Red mutant MLL peptide from human menin | hit rate 0.23% among 270,000 | Potency, µM (doses to about 61.6 µM), for the others: top-dose FP activity change, negative = inhibition, most hits filed as inhibitors | Menin + Texas Red MLL mutant peptide, fluorescence polarization | AID 1768 | O00255; active = well fitted inhibition curve with a large enough effect in the polarisation, with a control signal flat, not every such curve was filed as active; inconclusive = small, poorly fitted or top-dose-only effect, or effect the other way, or a change in a side signal; inactive = no such curve, though single readings can be large or run the other way; the % refers to the polarisation; also: potency is read from the fitted curve at half-maximal effect; % of control where 0% means no effect; many of its hits are not listed in these tables
MBNL1-CUG inh – MBNL1-poly(CUG) RNA binding inhibition; Potency, µM (doses to about 57.5 µM), for the others: at the top dose activity change, negative = inhibition, actives largely listed as inhibitors; AID 2675; TR-FRET MBNL1-His/biotin-(CUG)12 binding, 665/545 ratio; hit rate 0.036% among 280,000; Q9NR56; active = well fitted inhibition curve with a large enough effect in the signal ratio, with a control signal flat, not every such curve was filed as active; inconclusive = small, poorly fitted or top-dose-only effect, or effect the other way, or a change in a side signal; inactive = no such curve, though single readings can be large or run the other way; the % refers to the signal ratio; also: potency is read from the fitted curve at half-maximal effect; % is scaled to controls: 0 for no effect and ±100 for the full control effect
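Compounds (final 92 nM to 58 uM) are added to His-tagged MBNL1 and biotin-(CUG)12, then terbium anti-His antibody and streptavidin-XL665 (5 nM final). After 60 min at room temperature, the 665/545 nm ratio is read.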
Integrin act MD – activates integrin-mediated alleviation for muscular dystrophy; alpha7betagal myoblasts, beta-gal FDG fluorescence, 48 h; Potency, µM (top dose mostly 38.3 µM), inactives show top-dose activation, actives largely listed as activators; hit rate 0.064% among 350,000; AID 624291;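 also: potency is read from the fitted curve at half-maximal effect; 100% = response of the positive control SU9516; nearly all actives have a fitted effect of over 60% in size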
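alpha7betagal+/- myoblasts (passage 13, 250/well) treated 48 h at 37C with compounds at 1:260 dilution of DMSO stock. Lysed, then beta-galactosidase activity read as FDG fluorescence (ex 480/em 540) after 30 min, with pre-read for autofluorescence.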
TSHR antagonist – antagonists of human thyroid stimulating hormone receptor; hit rate 0.2% among 330,000; P16473; TSHR-expressing cells, TSH-stimulated cAMP HTRF, 2 h; active compounds read low; activity change, negative = inhibition, % at 11.5 µM; AID 504810;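 active = activity change below a set negative limit, meaning inhibition stronger than a set level, cut at about -70% in these data; inconclusive = activity change between two set negative limits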; also: % is scaled to controls: 0 for no effect and ±100 for the full control effect
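Read-out is FRET at 665 nm (cryptate excitation 337 nm) from a cryptate-tagged anti-cAMP antibody, competed by cell cAMP against cAMP-d2. Compounds are tested on freshly harvested TSHR cells challenged with 4nM TSH (EC80) for 2 hours at 37 deg C.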
ASM inhibitor – inhibitors of human secretory acid sphingomyelinase. Potency, µM (top dose mostly 57.5 µM), without a hit: top-dose activity change, negative = inhibition, most hits filed as inhibitors. placental ASM, HMU-PC fluorogenic substrate, 60 min. AID 504937. hit rate 0.006% among 340,000. P17405; also: potency is read from the fitted curve at half-maximal effect
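Fluorescence read-out (Ex 386 nm, Em 447 nm) after stopping the reaction at pH 10. Enzyme: ASM from human placenta; substrate HMU-PC0, 9 uM final; 60 min, 37 °C. Compound preincubation 10 min, ambient temperature.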
Mito fusion act – blocks mitochondrial division or promotes mitochondrial fusion. AID 485298. Potency, µM (titrated, usually from 46.1 µM), inactives show at the highest dose growth rescue (activation), hits mostly activators. hit rate 0.23% among 320,000. S. cerevisiae fusion-defective mutant growth rescue, CellTiterGlo 48 h;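 also: potency is read from the fitted curve at half-maximal effect; % of control where 0% means no effect; nearly all actives have a fitted effect of over 45% in size; temperature-sensitive fusion mutants such as fzo1-1 at 37 °C on non-fermentable ethanol glycerol medium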
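Temperature-sensitive fusion-defective S. cerevisiae (e.g. fzo1-1, mgm1-5) were grown with compound in YPEG medium (3% ethanol, 3% glycerol) for 48 hours at 37C. Growth rescue was measured as viability by CellTiterGlo luminescence after 10 minutes at ambient.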
MLL CXXC-DNA inh – blocks binding of human MLL CXXC domain to DNA; Q03164; Potency, µM (titrated, usually from 115 µM), inactives show at the top dose activity change, negative = inhibition, usual class: inhibitors; hit rate 0.037% among 290,000; MLL-CXXC / FITC-HOXA9 DNA fluorescence polarization; active = well fitted inhibition curve with a large enough effect in the polarisation, with a control signal flat, not every such curve was filed as active; inconclusive = small, poorly fitted or top-dose-only effect, or effect the other way, or a change in a side signal; inactive = no such curve, though single readings can be large or run the other way; the % refers to the polarisation; also: potency is read from the fitted curve at half-maximal effect
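Purified MLL-CXXC (added from a 7 uM solution) was preincubated 5 min at ambient with pinned compounds in 50 mM Tris-HCl pH 7.5, 50 mM NaCl, 1 mM DTT, 0.05% BSA. Fluorescein-labeled HOX-A9 DNA (50 nM solution) followed, 30 min, then polarization read.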
Active calls of the source: *; ? = inconclusive; nt = not tested or not shown; [ ] = another dose, or the depositor's remark. Unless noted, calls follow the shape of the dose curve; as a rule, active = well fitted curve in the direction sought with a large enough effect; inconclusive = small, poorly fitted or top-dose-only effect, or another doubt; inactive = no such curve, though single readings can be large; an effect the other way counts as inactive or inconclusive. An excerpt; the hit share may differ from the screen's.

SMILES | TSG101-PTAP inh | A-T KAP1 phos | TCR act | Menin-MLL TR inh | MBNL1-CUG inh | Integrin act MD | TSHR antagonist | ASM inhibitor | Mito fusion act | MLL CXXC-DNA inh
Cc1cc(NC(=O)CCC(=O)N(CC(=O)NC2CCCC2)Cc2cccs2)no1 | 0.3% | -1.8% | 3.0% | 6.7% | -13.0% | -7.1% | -1.2 | 1.7% | 2.2% | 21.6%
CCOC(=O)C1CCN(C(=O)COc2ccc(C(=O)c3ccccc3)cc2)CC1 | -0.8% | -8.9% | -3.9%[46.1 µM] | nt | nt | 16.6% | -22.8 | 1.0% | nt | nt
Cc1ccc(S(=O)(=O)N2CCCCC2)cc1C(=O)NCc1ccc(S(N)(=O)=O)cc1 | -3.6% | 16.6% | -1.0% | nt | nt | 40.1% | -0.6 | 5.4% | nt | nt
C=CCn1c(O)c(N=NC(=S)Nc2cccc(C)c2)c2ccccc21 | 1.4% | -25.0% | -38.4% | ? | 32.9%[activator] | -25.6% | -19.7 | -22.9% | 9.4% | 19.8%
Cn1c(=O)n(CC(N)=O)c(=O)c2c1nc(Br)n2Cc1ccccc1 | 0.6% | -0.6% | 0.1% | 3.2% | 2.0% | 19.0% | -0.4 | -1.6% | 3.3% | -3.6%
COc1ccc(C(=O)C(=NNc2ccccc2)c2ccc(OC)cc2)cc1 | -5.3% | nt | 2.2% | nt | nt | 7.3% | nt | -26.2% | nt | nt
CC(C)c1ccc(OCC(=O)N2CCCCCC2)c(Br)c1 | 0.5% | -1.5% | -4.2% | 2.9% | -13.0% | 5.1% | -13.9 | -3.4% | 25.0% | -14.4%
Cc1cc2oc(=O)cc(CN3CCCCC3C)c2cc1Cl (configuration not stated) | 0.8% | -3.6% | -12.5% | -13.3% | -3.6% | -19.3% | 0.7 | -2.1% | -12.1% | 3.7%
CCN(CC)C(=O)[C@H]1C[C@H](CC(=O)NCc2ccco2)C(=O)N2CCc3c([nH]c4ccc(Cl)cc34)[C@]12C | -0.6% | 17.9% | -0.7%[46.1 µM] | nt | nt | -1.2% | -8.4 | -6.9% | nt | nt
COc1cccc(C(=O)Nc2cc3c4c(c2)CC(=O)N4CCC3)c1 | -0.8% | 0.4% | -18.8% | nt | nt | -14.1% | -8.8 | 1.3% | -7.3% | nt
OCCC1CN(Cc2ccc3nonc3c2)CCN1Cc1ccsc1 (configuration not stated) | 2.0% | 8.8% | nt | 10.7% | ? | 3.3% | 4.4 | -3.5% | 1.7% | 0.1%
C/C(=N\NC(=O)C(O)c1ccccc1)c1ccc(C)s1 (configuration not stated) | 0.9% | nt | 6.9% | nt | nt | -16.2% | nt | 1.0% | nt | nt
O=C(O)CCSc1nnc(-c2ccccc2)n1-c1ccccc1 | -3.6% | -0.3% | -0.1% | 1.4% | -2.6% | 2.1% | -5.6 | -0.2% | 1.9% | -5.1%
COC(=O)c1ccc(CO/N=C/c2ccc(OC)cc2OC)cc1 | -2.4% | 30.0% | -1.4% | -12.2% | 1.4% | -22.8% | -12.5 | -0.9% | 7.1% | -1.8%
CCOC(=O)C1=C(C)NC(=S)NC1c1ccsc1 (configuration not stated) | -10.1% | -1.9% | 6.0% | 14.6% | 1.3% | 5.9% | -1.4 | 0.7% | -8.1% | -1.3%
Cc1cc(=O)[nH]c(-n2nc(C)cc2C)n1 | -2.0% | 4.8% | 2.5% | 1.8% | -0.7% | 2.6% | 26.0 | 3.4% | 0.4% | 20.2%
O=C(CCn1cncn1)N1CCCC(N2CCN(c3ccc(F)cc3)CC2)C1 (configuration not stated) | 0.7% | 8.0% | 3.6% | nt | -1.5% | -7.7% | 0.6 | 1.5% | -2.2% | 9.0%
C/C(CCC(=O)OC[C@H]1O[C@H](C#Cc2ccccc2)C=C[C@@H]1Oc1ccc(C)cc1)=N\O[C@@H](C)CN1CCCCc2nc(C)c(C)cc21 | nt | 0.8% | nt | ? | -0.4% | nt | -4.9 | nt | 0.5% | -1.0%
Cc1nc(SCc2ccc(C(=O)O)cc2)nc2c1CCCC2 | -14.9% | 0.2% | -1.3% | ? | -0.7% | ? | 3.8 | 3.9% | 12.8% | -3.6%
COc1ccc(NC(=O)NCc2ccco2)cc1OC | 1.4% | 0.0% | 0.2% | 7.7% | -9.0% | 13.5% | -0.8 | 1.1% | -3.4% | 1.0%
Cn1c(SCC(=O)Nc2ccc3c(c2)OCCO3)nnc1-c1ccco1 | 0.3% | -20.9% | 2.5% | 1.1% | -11.9% | -7.2% | 4.6 | -0.3% | 2.0% | 0.1%
OCCC1CN(Cc2cccn2-c2cccnc2)CCN1CCc1ccccc1 (configuration not stated) | 0.0% | 4.6% | -2.4% | -2.8% | -10.4% | 12.3% | -4.7 | 0.0% | 4.1% | -5.5%
COC(=O)c1ccc(Cl)cc1N(Cc1c(F)cccc1Cl)S(C)(=O)=O | -5.3% | -0.8% | 3.8% | nt | 15.0% | 20.6% | -9.3 | 1.9% | 2.7% | 1.0%
CC(=O)N/N=c1\sc2ccccc2n1C | -2.1% | 5.8% | -2.4% | -0.1% | -1.3% | -14.8% | 1.6 | 0.2% | -5.4% | 16.5%
COc1cccc(CNc2nc3nc4c(c(=O)n3[nH]2)CCC4)c1 | -2.0% | 0.5% | -4.4% | 0.3% | -16.3% | 16.9% | -5.5 | -1.7% | -2.0% | -0.9%
Cc1c(CCC(=O)N[C@@H](CC(C)C)C(=O)O)c(=O)oc2c(C)c3oc4c(c3cc12)CCCC4 | -1.7% | 5.7% | -5.6% | -19.6% | 4.1% | 0.0% | -0.1 | 91.2% | 8.4% | ?
COc1cccc(-c2c(C(=O)N/N=C/c3ccc(C)o3)nnn2-c2nonc2N)c1 | -3.4% | -1.1% | 3.9% | 13.1% | 23.8% | 10.1% | -9.8 | 4.0% | -1.9% | -1.8%
COc1cc(/C=C/C(=O)OCC(=O)Nc2c(C)n(C)n(-c3ccccc3)c2=O)ccc1O | 1.3% | 3.1% | -2.1% | nt | ? | 7.3% | 9.1 | 16.9% | -0.1% | 11.5%
CCN1CCN(CCCNC(=O)C(=O)c2c(C)[nH]c3ccccc23)CC1 | -2.2% | 0.7% | -1.7% | 21.9% | -10.7% | 25.0% | 21.2 | 1.7% | 1.4% | 5.4%
Cc1cc(C)c2cc(C#N)c(NCCNC(=S)NCCCN3CCOCC3)nc2c1 | -7.1% | -3.0% | 1.4% | -12.6% | 1.7% | -47.0%[inhibitor] | 9.3 | 408.3%[activator] | -1.3% | 1.8%
COc1ccc(NC(=O)c2cn(CCC#N)nc2-c2cccs2)cc1 | -5.1% | 3.2% | 8.8%[46.1 µM] | 7.2% | -13.5% | -6.6% | -12.0 | 0.8% | -6.1% | 3.1%
COc1cc(OC)cc(OCC(O)Cn2cnc(-c3ccccc3)c2)c1 (configuration not stated) | -6.6% | 8.2% | 1.8%[46.1 µM] | 0.4% | -0.2% | -18.0% | -1.0 | -5.5% | 1.1% | 0.8%
COc1ccc(-c2c(-c3ccc(O)cc3O)n[nH]c2C(F)(F)F)cc1 | -3.3% | -4.7% | 3.1% | nt | -1.4% | -22.7% | -14.2 | -15.1% | 3.9% | 1.1%
Cc1ccnc(NS(=O)(=O)c2ccc(NC(=O)c3snnc3C)cc2)n1 | -6.9% | -5.8% | 5.5% | 4.0% | 5.2% | 32.6% | 5.0 | 4.0% | 2.4% | 5.0%
COc1cc(C(=S)N2CCCC2)cc(OC)c1OS(=O)(=O)c1ccc(NC(C)=O)cc1 | -5.2% | -4.5% | -1.4%[46.1 µM] | -2.3% | -21.3% | 9.2% | -4.9 | 4.5% | 1.3% | -2.1%
O=C(CSc1nnc(COc2ccc(Cl)cc2)o1)N1CCCC1 | -0.6% | 2.1% | 3.3% | -29.9% | -4.6% | ? | -6.6 | -4.1% | -2.9% | 3.0%
CCOc1ccc(-c2nc(CSc3nnc(N)s3)cs2)cc1OC | 0.3% | 2.0% | 4.5% | nt | 28.0% | -2.8% | -12.6 | -1.5% | -1.1% | 6.5%
COC(=O)c1ccc(CN2CCN(CC(C)C)C(CCO)C2)cc1 (configuration not stated) | -3.8% | 11.4% | 11.2% | nt | 10.6% | 4.6% | 14.3 | 4.4% | -0.3% | -0.1%
